Screening data: PubChem, Southern Research Specialized Biocontainment Screening Center
tuberculosis growth: growth inhibition of non-replicating M. tuberculosis (AID 488890) | Mycobacterium tuberculosis non-replicating, growth inhibition; higher % means a stronger effect | one-dose inhibition, % at 25 µM; IC50 in µM for titrated hits | 320,000 tested, 0.39% active; in the data active = a potency from the dose series; inconclusive = inhibition mostly from about 82% at the one dose, without a potency; inactive = the rest, 99 in 100 with inhibition below about 76%;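 also: plate controls were DMSO cells for no effect and high antibiotic wells for full effect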
M. tuberculosis HTS: M. tuberculosis growth inhibition, HTS (AID 449762). M. tuberculosis H37Rv growth inhibition, 7H9 media; higher % means a stronger effect. 330,000 tested, 0.59% active. one-dose inhibition, % at 25 µM; IC50 in µM for titrated hits; in the data active = a potency from the dose series; inconclusive = inhibition above about 70% without an active follow-up result;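 also: bacterial growth assessed after seven days of incubation; strong numbers were not always called active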
inhibitors of VEEV: inhibitors of VEEV TC-83 cytopathic effect, confirmation, Vero cells (AID 588727). Vero cells, VEEV TC-83 cytopathic effect inhibition; higher % means a stronger effect. one-dose inhibition, % at 20 µM; IC50 in µM for titrated hits. 350,000 tested, 0.13% active; in the data active = a potency from the dose series; inconclusive = inhibition mostly from about 14% at the one dose, without a potency; inactive = the rest, 99 in 100 with inhibition below about 12%; also: strong numbers were not always called active
Salmonella PhoP GFP: Inhibition of PhoP regulon, Salmonella typhi GFP reporter cells, confirmation, 4 h (AID 1850). Salmonella Typhi PhoP-promoter GFP reporter, fluorescence, 4 h; higher % means a stronger effect. 310,000 tested, 0.33% active. inhibition, % at 50 µM, or IC50 in µM where a hit was titrated; in the data active = a potency from the dose series; inconclusive = inhibition mostly from about 25% at the one dose, without a potency; inactive = the rest, 99 in 100 with inhibition below about 19%;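 also: 0% = induced wells with vehicle and 100% = uninduced wells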
H1N1 NS1A inhibition: H1N1 influenza NS1A inhibitors, functional cell based assay (AID 504329); NS1A functional cell-based assay, percent inhibition; higher % means a stronger effect; inhibition, % at 12.5 µM, or IC50 in µM where a hit was titrated; 340,000 tested, 0.3% active; in the data active = a potency from the dose series; inconclusive = inhibition above about 27% without an active follow-up result; also: strong numbers were not always called active
* marks the source's active call; other numbers are inactive results; i = inactive; ? = inconclusive; nt = not tested or not shown. This is a random part of the collection; about 1.4% have a hit in one of these screens.

SMILES	tuberculosis growth	M. tuberculosis HTS	inhibitors of VEEV	Salmonella PhoP GFP	H1N1 NS1A inhibition
CC(C)C(C(=O)NCc1ccco1)N(C(=O)CNS(=O)(=O)c1ccc(Cl)cc1)C1CCCC1 (configuration not stated)	29%	1%	5.8%	3%	-7%
CN(C)CC(=O)N1c2ccccc2Sc2ccc(Cl)cc21	-3%	7%	1.1%	-7%	6%
COc1ccc(N=C2SC(CC(=O)Nc3ccccc3)C(=O)N2CCc2ccccn2)cc1 (configuration not stated)	15%	2%	1.6%	-5%	7%
COc1ccc(N2CCN(C(=O)c3ccc(Br)o3)CC2)cc1	69%	-12%	4.2%	-11%	14%
Cn1c(SCC(=O)N2CCCC2)nnc1-c1cccs1	-2%	3%	1.7%	3%	-5%
CN(c1cccc(NC(=O)CN(c2cccc(Cl)c2)S(=O)(=O)c2ccc(Cl)cc2)c1)S(C)(=O)=O	5%	-8%	6.1%	9%	4%
Cc1ccc(C(=O)/C=C/c2c[nH]c3ccccc23)cc1	44%	?	1.0%	-2%	-7%
NNc1nccc(Nc2ccccc2C(=O)O)n1	-12%	1%	1.3%	-1%	8.2µM*
Cn1c(C(=O)O)c(C=O)c2ccccc21	-7%	-3%	1.4%	5%	-1%
Cc1cccc(NC(=O)CSCC(=O)N(C)CC(=O)Nc2cccc(F)c2)c1	6%	17%	i	0%	-2%
Cc1ccc(C)c(S(=O)(=O)N2CCN(CC(=O)NC(C)c3ccccc3)CC2)c1 (configuration not stated)	51%	6%	1.0%	nt	-4%
COC(=O)C(NS(=O)(=O)c1ccc(NC(C)=O)cc1)C(C)C (configuration not stated)	35%	-10%	0.0%	-8%	-4%
S=C(Nc1ccc(Cl)cc1)N1CCN(C2CCCCC2)CC1	13%	-10%	1.8%	7%	0%
COc1cc(C)ccc1OC(C)C(=O)Nc1ccc(N2CCCCC2)cc1 (configuration not stated)	3%	1%	2.7%	nt	-5%
O=C(O)c1cc(=O)[nH]c2ccccc12	nt	nt	1.1%	nt	-6%
O=C(O)CCCC(=O)Nc1ccc(C(=O)NCc2cccnc2)cc1	-16%	-17%	1.0%	2%	0%
O=C(O)c1cc(S(=O)(=O)NC23CC4CC(CC(C4)C2)C3)ccc1Cl	-15%	2%	i	7%	-6%
CCCNC(C)(C)COC(=O)c1ccccc1	1%	11%	i	5%	-13%
Cc1ccc(C(=O)NC(=O)CSc2ncccc2C(=O)O)cc1	-3%	2%	i	4%	-1%
COc1ccccc1N1CCN(C(=O)C2CC=CCC2C(=O)O)CC1 (configuration not stated)	nt	-1%	i	-8%	-4%
COc1cccc(CNn2cnnc2)c1OCc1ccc(F)cc1	8%	13%	3.0%	-1%	3%
O=C1CC(c2c(F)cccc2Cl)C2=C(COC2=O)N1 (configuration not stated)	-10%	-5%	0.4%	6%	-9%
CCCCc1cc(=O)oc2cc(C)cc(OCc3nn[nH]n3)c12	2%	-5%	0.5%	-2%	-7%
N=C1/C(=C/c2coc3ccccc3c2=O)C(=O)N=C2SC(c3ccco3)=NN12	6%	14%	1.5%	14%	nt
CN(C)P(=O)(NC(=O)c1cccn1C)N(C)C	4%	8%	i	-15%	-10%

Carrying on.
SMILES	tuberculosis growth	M. tuberculosis HTS	inhibitors of VEEV	Salmonella PhoP GFP	H1N1 NS1A inhibition
Nc1nc(-c2ccc([N+](=O)[O-])cc2)c(C(=O)Nc2ccc(Cl)cc2)s1	0%	6%	i	3%	-4%
O=C1CCC(C(=O)OCc2ccccc2)N1 (configuration not stated)	9%	2%	i	8%	9%
CCn1c2c(c3cc(Br)ccc31)CCC/C2=N\O	38%	-6%	i	13%	-3%
O=C(CN(C(=O)c1ccccc1Cl)N1C(=O)C2C3C=CC(C3)C2C1=O)c1cccs1 (configuration not stated)	1%	7%	0.5%	-2%	-7%
O=C(NNC(=S)Nc1ccc(F)cc1)C1CC1c1ccc(Cl)cc1 (configuration not stated)	44%	-10%	3.5%	10%	2%
Cc1[nH]c(=O)nc(SCc2ccc(Cl)c(Cl)c2)c1C#N	53%	-7%	1.4%	11%	-2%
CSc1ncc(Cl)c(C(=O)Nc2nnc(SC)s2)n1	?	-7%	0.5%	-1%	-7%
CC1CC(C#N)N(N(C)C)C1=C(C#N)C#N (configuration not stated)	3%	-5%	0.3%	2%	-2%
COc1ccc(C(=O)Nc2ccc(/C(C)=N/NC(=O)c3ccccc3O)cc2)cc1OC	7%	-4%	i	-6%	12%
COc1ccc(-c2csc(NC(=O)CSC(C)C(=O)Nc3cc(C)on3)n2)cc1OC (configuration not stated)	-10%	-8%	8.2%	nt	1%
Cc1ccccc1/C=N/NC(=O)Cn1nnc(N)n1	-6%	1%	0.6%	-7%	1%
N#CCC(=O)Nc1ccc(C(=O)OCC(=O)NNC(=O)c2cccs2)cc1	-11%	5%	1.4%	-2%	1%
COc1ccc(C(=O)/C=C/c2ccc(OC)c(COc3ccc(F)cc3)c2)cc1	31%	2%	i	-5%	1%
N/C(=N\OC(=O)Cc1ccc([N+](=O)[O-])cc1)c1ccccn1	nt	nt	4.0%	nt	32µM*
COc1ccc(C(=O)NCc2ccccc2C)cc1S(=O)(=O)NC1CCCC1	8%	4%	4.6%	nt	-8%
CC(C)OC(=O)Cc1nc2sc(-c3ccccc3)cc2c(=O)[nH]1	-7%	-2%	2.6%	10%	-3%
O=C(NCc1ccccn1)c1cc2cc(Br)ccc2oc1=O	11%	-5%	2.4%	9%	-1%
CCN(CC)c1nc(Oc2ccc(=O)[nH]n2)nc(N2CCOCC2)n1	-20%	-3%	0.5%	-9%	-10%
O=C(CSc1ccc(-c2ccccn2)nn1)NC1CCCC1	?	-1%	0.6%	2%	11%
COc1cc(C2C(C#N)=C(N)Oc3c2c(-c2ccccc2)nn3-c2ccccc2)cc(OC)c1OC (configuration not stated)	-3%	2%	0.1%	-5%	2%
Cc1ccc(P(=O)(OCCN2CCOCC2)C(C)(C)C)o1 (configuration not stated)	-7%	-10%	0.9%	-12%	6%
CC(C)C(c1nnnn1CCc1ccccc1)N1CCSCC1 (configuration not stated)	7%	-7%	2.7%	-3%	-3%
Cc1ccc(S(=O)(=O)N(CCC(=O)Nc2ccc(OC(F)(F)F)cc2)c2ccccc2)cc1	15%	4%	2.0%	-1%	-1%
Cc1ccccc1/C=C\c1nc2ccccc2c(=O)[nH]1	3%	17%	i	-4%	-3%
COc1ccc(C)cc1NC(=O)CN1CCN(S(=O)(=O)c2ccc(Br)cc2)CC1	-18%	11%	2.8%	-9%	-5%

Exported as a markdown table: entries from further up
| Molecule | tuberculosis growth | M. tuberculosis HTS | inhibitors of VEEV | Salmonella PhoP GFP | H1N1 NS1A inhibition |
| --- | --- | --- | --- | --- | --- |
| CC(C)C(c1nnnn1CCc1ccccc1)N1CCSCC1 (configuration not stated) | 7% | -7% | 2.7% | -3% | -3% |
| COc1ccc(-c2csc(NC(=O)CSC(C)C(=O)Nc3cc(C)on3)n2)cc1OC (configuration not stated) | -10% | -8% | 8.2% | nt | 1% |

Further records.
SMILES	tuberculosis growth	M. tuberculosis HTS	inhibitors of VEEV	Salmonella PhoP GFP	H1N1 NS1A inhibition
O=C(CN1C(=O)S/C(=C\c2ccc(-c3cc(C(=O)O)ccc3Cl)o2)C1=O)Nc1ccc2c(c1)OCO2	-12%	-9%	1.3%	-9%	-17%
Cc1ccccc1CCNC(=O)c1ccc(Cl)c(S(=O)(=O)N2CC(C)OC(C)C2)c1 (configuration not stated)	42%	-6%	2.3%	nt	-8%
CC(=O)NCCc1nc2cc(NC(=O)c3ccccc3C)ccc2n1C	-8%	-5%	0.8%	3%	-1%
COc1ccc(F)cc1CN1CCN(CC(=O)Nc2ccccc2C(=O)NC2CC2)CC1	14%	-9%	8.9%	nt	-14%
COc1ccc(-c2[nH]ncc2-c2nc(C)cs2)c(O)c1	9%	6%	0.9%	-1%	-6%
CCOC(=O)C1(CCCc2ccccc2)CCN(C(=O)c2ccoc2)CC1	25%	4%	6.5%	5%	4%
O=C(NC(=S)Nc1ccccc1Cl)C1CC1	57%	11%	3.2%	1%	13%
O=C(Nc1ccc(Cl)cc1C(=O)Nc1ccccn1)c1ccco1	3%	2%	7.6%	4%	8%
Cc1cccnc1NC(=O)C1CC(=O)N(c2ccc3c(c2)OCCO3)C1 (configuration not stated)	-4%	3%	3.3%	2%	-5%
O=C(NNC1=Nc2ccccc2SC1)c1cccc([N+](=O)[O-])c1	-19%	10%	0.4%	1%	nt
O=C(Nc1ccccc1N1CCCC1)C1CCN(S(=O)(=O)c2ccccc2C(F)(F)F)CC1	18%	5%	9.4%	-1%	-13%
C[C@H](NS(=O)(=O)c1ccccc1F)C(=O)OCC(=O)Nc1ccc2c(c1)OCCO2	-1%	6%	2.2%	nt	1%
Cc1ccc(NS(=O)(=O)c2ccc(-n3cccn3)cc2)cc1C	2%	4%	?	12%	0%
COc1cc(C2SC(C)C(=O)N2CCc2ccccc2)cc(OC)c1OC (configuration not stated)	8%	9%	i	2%	-10%
CCO[C@H]1OC(C(=O)NCc2nc3ccccc3[nH]2)=C[C@@H](c2ccc(C(F)(F)F)cc2)[C@@H]1CCCO	39%	46%	0.5%	-37%	-17%
CCOc1cc(/C=N/Nc2nc(-c3cccs3)c(NC(C)=O)s2)ccc1O	76%	37%	9.6%	14%	26%
Cc1ccc(NC(=S)NN(C)c2nc(C)cnc2C)cc1	1%	4%	0.3%	-4%	20%
Cc1ccc(CC(=O)NCc2ccc(F)cc2)cc1	36%	15%	i	-1%	-4%
CC1(C)Cc2c(sc3c2C(=O)N(c2ccccc2)C2=NCCCN23)CO1	21%	1%	2.0%	-7%	-11%
CC1Oc2ccccc2N(CC(=O)c2ccc(F)cc2)C1=O (configuration not stated)	-2%	2%	1.2%	-6%	-4%
Cc1ccc(C(=O)N2CC(=O)Nc3ccc(C)cc3C2c2ccccc2)cc1 (configuration not stated)	nt	nt	2.2%	nt	-12%
CC(=O)N/C(=C\c1ccccc1)C(=O)OCC(=O)NC(=O)c1ccccc1	-5%	-3%	1.2%	-2%	3%
CC1=C(C(=O)Nc2ccccc2)C(c2ccc(C)o2)n2c(s/c(=C\c3ccco3)c2=O)=N1 (configuration not stated)	nt	nt	7.0%	nt	1%
CCCCOC(=O)n1c(SCC(=O)N(CC)CC)nc2ccccc21	14%	5%	0.8%	0%	10%
COc1cc(NC(=O)CSc2nnc(-c3ccncc3)n2C2CCCCC2)ccc1NC(=O)c1ccco1	16%	26%	0.4%	-18%	1%
CC(C)C(NC(=O)c1c(F)cccc1F)C(=O)N1CCN(c2ccccc2F)CC1 (configuration not stated)	11%	5%	i	4%	-9%
CCOC(=O)C1=C(C)N=c2s/c(=C/c3ccc(OCC(=O)O)cc3)c(=O)n2C1c1ccc(SC)cc1 (configuration not stated)	-7%	1%	4.2%	-20%	8%

Reformatted: 13 of the compounds above
| smiles | tuberculosis growth | M. tuberculosis HTS | inhibitors of VEEV | Salmonella PhoP GFP | H1N1 NS1A inhibition |
| --- | --- | --- | --- | --- | --- |
| COc1ccc(-c2[nH]ncc2-c2nc(C)cs2)c(O)c1 | 9% | 6% | 0.9% | -1% | -6% |
| CCOC(=O)C1(CCCc2ccccc2)CCN(C(=O)c2ccoc2)CC1 | 25% | 4% | 6.5% | 5% | 4% |
| O=C(NC(=S)Nc1ccccc1Cl)C1CC1 | 57% | 11% | 3.2% | 1% | 13% |
| O=C(Nc1ccc(Cl)cc1C(=O)Nc1ccccn1)c1ccco1 | 3% | 2% | 7.6% | 4% | 8% |
| Cc1cccnc1NC(=O)C1CC(=O)N(c2ccc3c(c2)OCCO3)C1 (configuration not stated) | -4% | 3% | 3.3% | 2% | -5% |
| O=C(NNC1=Nc2ccccc2SC1)c1cccc([N+](=O)[O-])c1 | -19% | 10% | 0.4% | 1% | nt |
| O=C(Nc1ccccc1N1CCCC1)C1CCN(S(=O)(=O)c2ccccc2C(F)(F)F)CC1 | 18% | 5% | 9.4% | -1% | -13% |
| C[C@H](NS(=O)(=O)c1ccccc1F)C(=O)OCC(=O)Nc1ccc2c(c1)OCCO2 | -1% | 6% | 2.2% | nt | 1% |
| Cc1ccc(NS(=O)(=O)c2ccc(-n3cccn3)cc2)cc1C | 2% | 4% | ? | 12% | 0% |
| COc1cc(C2SC(C)C(=O)N2CCc2ccccc2)cc(OC)c1OC (configuration not stated) | 8% | 9% | i | 2% | -10% |
| CCO[C@H]1OC(C(=O)NCc2nc3ccccc3[nH]2)=C[C@@H](c2ccc(C(F)(F)F)cc2)[C@@H]1CCCO | 39% | 46% | 0.5% | -37% | -17% |
| CCOc1cc(/C=N/Nc2nc(-c3cccs3)c(NC(C)=O)s2)ccc1O | 76% | 37% | 9.6% | 14% | 26% |
| Cc1ccc(NC(=S)NN(C)c2nc(C)cnc2C)cc1 | 1% | 4% | 0.3% | -4% | 20% |
